# KCNQ2 inh: KCNQ2 potassium channel inhibitors, primary screen, cell-based, CHO-K1, FluxOR thallium flux, B-score (AID 2156); B-score at 10 µM; 20 min; stronger effect = lower value; Potassium voltage-gated channel subfamily KQT member 2 (Rattus norvegicus), O88943; 310,000 tested, 1.1% active;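 active = fluorescence ratio B-score at most minus 3 library SDs, with starting brightness B-score within 2 library SDs, cut at about -5.5 in these data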
# CHT inh: inhibitors of human choline transporter CHT; CHT-expressing cells, membrane potential dye, choline response; stronger effect = lower value; B-score at 10 µM; 310,000 tested, 0.86% active; AID 488975, 2010;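 active = B-score over 3 SD under the library average, and starting fluorescence ratio not unusually high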;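 note: choline stimulus applied at its EC90 after an EC20 pre-addition; B-score computed on integrated fluorescence ratio after choline addition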
# Target sequence (Q9GZV3 whole entry, looked up): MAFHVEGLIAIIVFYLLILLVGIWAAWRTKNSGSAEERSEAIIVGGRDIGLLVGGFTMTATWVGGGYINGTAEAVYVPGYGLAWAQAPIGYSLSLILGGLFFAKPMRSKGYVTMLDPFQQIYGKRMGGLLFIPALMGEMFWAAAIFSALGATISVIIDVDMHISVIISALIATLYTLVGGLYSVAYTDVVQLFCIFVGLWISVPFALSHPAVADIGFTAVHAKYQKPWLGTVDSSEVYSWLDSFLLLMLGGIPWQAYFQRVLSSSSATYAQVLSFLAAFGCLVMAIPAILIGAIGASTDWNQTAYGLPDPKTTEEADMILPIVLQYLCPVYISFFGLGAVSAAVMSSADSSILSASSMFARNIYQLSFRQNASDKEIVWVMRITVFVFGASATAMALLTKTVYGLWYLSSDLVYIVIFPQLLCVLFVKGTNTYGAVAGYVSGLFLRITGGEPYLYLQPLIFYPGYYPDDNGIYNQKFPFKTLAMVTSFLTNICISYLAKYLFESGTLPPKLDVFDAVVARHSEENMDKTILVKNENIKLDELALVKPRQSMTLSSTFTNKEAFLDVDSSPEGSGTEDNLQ
# Numbers without * were called inactive; i = inactive; . = not tested or not shown.
# Screens in order – KCNQ2 inh	CHT inh
- CC(OC(=O)c1ncc(Cl)c(Cl)c1Cl)C(=O)NC1(C#N)CCCCC1 (stereo not given)
 : i	i
- CCc1nn(C(CC)C(=O)NCCCc2ccccc2)c(=O)c2cc3occc3n12 (stereo not given)
 : i	i
- CCc1nnc(NC(=O)COc2ccc(N(C)S(=O)(=O)c3ccc(C)cc3)cc2)s1
 : i	.
- O=C(O)Cc1sc(-c2ccccc2Cl)nc1-c1ccccc1
 : i	i
- Cc1ccnc(NS(=O)(=O)c2ccc(NC(=O)Cc3ccc(F)cc3)cc2)n1
 : i	i
- OCCNCC1(O)C2CC3CC(C2)CC1C3 (stereo not given)
 : i	i
- Nc1nnn(CC(=O)N/N=C/c2ccccc2)n1
 : i	i
- Cc1ccnc(Cc2ccccc2)n1
 : i	i
- COc1ccc(N2C(=O)c3ccccc3C(C)(C)C2=O)cc1
 : i	i
- COc1cc(C2C(C(=O)OC(C)C)=C(C)Nc3[nH]c(=O)[nH]c(=O)c32)ccc1O (stereo not given)
 : i	i
- Cc1ccc2c(C(=O)CSc3ccccc3)c(C)[nH]c2c1
 : i	i
- O=C(c1ccco1)N1CCN(C(=O)C2CCCc3c2[nH]c2ccc(Cl)cc32)CC1 (stereo not given)
 : i	i
- COc1ccc2nc(C)cc(SCC(=O)N3CCCCC3)c2c1
 : i	i
- CCOc1ccccc1NC(=O)CN1C(=O)C(C)SC(C)C1=O (stereo not given)
 : i	i
- CC(=O)[C@@H]1[C@@H](C)N(Cc2ccccc2)C(=O)N[C@H]1c1cccc(C(F)(F)F)c1
 : i	i

# Next part; the last 3 above are carried over.
# Screens in order – KCNQ2 inh	CHT inh
- COc1ccc2nc(C)cc(SCC(=O)N3CCCCC3)c2c1
 : i	i
- CCOc1ccccc1NC(=O)CN1C(=O)C(C)SC(C)C1=O (stereo not given)
 : i	i
- CC(=O)[C@@H]1[C@@H](C)N(Cc2ccccc2)C(=O)N[C@H]1c1cccc(C(F)(F)F)c1
 : i	i
- Cc1ccccc1-c1ccnc2[nH]n(-c3ccccc3)c(=O)c12
 : i	i
- Cn1c(=O)n(C)c2cc(S(=O)(=O)Nc3ccccc3O)ccc21
 : i	i
- COCCn1c(-c2ccc(Cl)cc2)nc2c(c(=O)c3ccccc3n2C)c1=O
 : i	i
- COc1cc2oc3ccccc3c2cc1N(CC(=O)N(C)C)S(=O)(=O)c1ccc(C)cc1
 : i	i
- Cc1ccc(N(C(=O)C2COc3ccccc3O2)C(C(=O)NC2CCCCC2)c2cn(C)nc2C)cc1 (stereo not given)
 : i	i
- Cn1c(SCc2c(F)cccc2Cl)nnc1-c1cnccn1
 : i	i
- O=C(c1cccc(NS(=O)(=O)c2cccc([N+](=O)[O-])c2)c1)N1CCOCC1
 : i	i
- CCOC(=O)c1c(C)[nH]c(C=O)c1Cc1cccc(Cl)c1
 : i	i
- O=C(NC(=S)Nc1ccc(Cl)cn1)c1cc([N+](=O)[O-])ccc1N1CCOCC1
 : i	i
- CC(C)(C)NCC(O)Cn1cc(C=O)c2ccccc21 (stereo not given)
 : i	-5.7*
- COc1ccccc1C(=O)N1CCN(c2ccccn2)CC1
 : i	i
- CN1CCN(CC(=O)O)CC1
 : .	i
- c1nc(NC2CCCCCC2)c2[nH]cnc2n1
 : i	i
- O=C(Nc1ccccc1F)C1CCN(C(=O)Cc2ccccc2)CC1
 : i	i
- CSCC(=O)N1CCC(CCC(=O)NC2CC2)CC1
 : i	i
- CCCC(=O)NC(c1ccccc1)c1c(O)ccc2ccccc12 (stereo not given)
 : i	i
- CN(c1ccccc1)S(=O)(=O)c1nnc(NC(=O)COc2ccccc2)s1
 : i	i
- COc1cc(C(=O)Nc2ccc(S(=O)(=O)NC(C)C)cc2)cc(OC)c1OC
 : i	i
- COC(=O)c1c(-c2c(Cl)cccc2Cl)noc1NC(=O)NN1CCOCC1
 : i	i
- O=C(NCCS(=O)(=O)N1CCN(c2ccccc2)CC1)c1ccc2c(c1)OCO2
 : i	i
- Cc1ccc(OCC(=O)N/N=C\c2ccc(O)cc2)c([N+](=O)[O-])c1
 : i	i
- CC(=O)c1cccc(NC(=O)Cn2cnc(S(=O)(=O)N3CCOCC3)c2)c1
 : i	i
- COCCn1nnnc1C(c1ccc(Cl)cc1)N1CCN(C(=O)c2ccco2)CC1 (stereo not given)
 : i	i
- COC(=O)c1ccccc1NS(=O)(=O)c1ccc(Cl)nc1
 : i	i
- CCC(C(=O)NCc1cccnc1)c1ccccc1 (stereo not given)
 : i	i
- O=C(OC(C(=O)NC1CCCC1)c1ccccn1)c1cccs1 (stereo not given)
 : i	i
- Cc1ccccc1CSc1nnc(-c2ccccn2)n1C
 : i	i
- CCOC(=O)C1(Cc2cccc(OC)c2)CCCN(C(=O)CSC)C1 (stereo not given)
 : i	i
- O=C(CN(Cc1ccccc1F)C(=O)c1csnn1)NCc1ccc2c(c1)OCO2
 : i	i
- CCN(CC)CCNC(=O)c1ccccn1
 : i	i

# 2 compounds picked at random from those above:
# Screens in order – KCNQ2 inh	CHT inh
- CSCC(=O)N1CCC(CCC(=O)NC2CC2)CC1
 : i	i
- CCC(C(=O)NCc1cccnc1)c1ccccc1 (stereo not given)
 : i	i

# (next part)
# Screens in order – KCNQ2 inh	CHT inh
- O=C(CNS(=O)(=O)c1ccc(F)cc1)N1CCOCC1
 : i	i
- O=C(CNC(=O)c1ccc(Br)cc1)OCC(=O)c1ccccc1
 : i	i
- NCCc1nnc(SCc2ccccc2Cl)o1
 : i	i
- COc1ccc(C2CC(=O)C=C(NNS(=O)(=O)c3ccc(C)cc3)C2)cc1 (stereo not given)
 : i	i
- CCCOC(=O)c1ccc(-c2ccc(C=O)o2)cc1
 : i	i
- Cc1ccc2c(Cl)cc(Cl)c(OCC(=O)NC3CCS(=O)(=O)C3)c2n1 (stereo not given)
 : i	i
- CCN(CC(=O)Nc1c(F)cccc1F)C(=O)c1cccnc1Sc1ccccc1
 : i	i
- Cc1onc(-c2ccccc2)c1C(=O)NC(=S)NNC(=O)c1cccnc1
 : i	i
- COc1ccc(CCN(Cc2ccc(C(C)C)cc2)S(=O)(=O)c2ccc(S(=O)(=O)N(C)C)cc2)cc1OC
 : i	i
- Cc1cc(C(=O)NCC(=O)OCC(=O)Nc2ccc(OC(F)F)cc2)ccc1[N+](=O)[O-]
 : i	i
- Cc1nn(C(C)c2n[nH]c(=S)n2-c2cccc(Cl)c2)c(C)c1[N+](=O)[O-] (stereo not given)
 : i	i
- CCc1ccc(N2C(=O)CC(N(CC3CCCO3)C(=O)/C=C/C(=O)O)C2=O)cc1 (stereo not given)
 : i	i
- CCN1C(=O)c2ccccc2S(=O)c2ccc(C(=O)NCc3ccccn3)cc21 (stereo not given)
 : i	i
- Cc1cc(N2CCOCC2)nc2ccc(NC(=S)NCCC(C)C)cc12
 : i	i
- CC1(C(=O)NC2CCCCC2)CCC(=O)N1Cc1cccs1 (stereo not given)
 : i	i

# Entries of single compounds, looked up by structure. Screens in order: KCNQ2 inh | CHT inh
# `CC1(C(=O)NC2CCCCC2)CCC(=O)N1Cc1cccs1` (stereo not given) in the list: i | i
# `CCc1ccc(N2C(=O)CC(N(CC3CCCO3)C(=O)/C=C/C(=O)O)C2=O)cc1` (stereo not given) in the list: i | i
# `Cc1ccc2c(Cl)cc(Cl)c(OCC(=O)NC3CCS(=O)(=O)C3)c2n1` (stereo not given) in the list: i | i

# Other results follow:
# Screens in order – KCNQ2 inh	CHT inh
- CC1CC(C)CN(C(=O)COC(=O)Cc2c[nH]c3ccccc23)C1 (stereo not given)
 : i	i
- COc1ccc(N2C(=O)C3CCCN3C2c2cccc(OC)c2OC)cc1 (stereo not given)
 : i	i
- CCOc1ccc2oc(C(=O)NCc3nc4ccccc4[nH]3)c(C)c2c1
 : i	i
- COc1ccc(-n2nc3c(c2NC(=O)C2CC2)CS(=O)C3)cc1 (stereo not given)
 : i	i
- O=C(c1ccccc1)N1N=C(c2ccccc2O)CC1c1ccccc1 (stereo not given)
 : i	i
- Cc1c(CCOC(=O)C2C3CC4CC(C3)CC2C4)sc[n+]1CC(=O)c1ccc(Br)cc1 (stereo not given)
 : -7.2*	i
- Cc1cccc(C(=O)OC(C)CN2CCCC2)c1 (stereo not given)
 : i	i
- O=C(Nc1ccccc1-c1ccccc1NC(=O)c1ccco1)c1ccco1
 : i	i
- CCN(CC)S(=O)(=O)c1cccc(C(=O)Nc2ccccc2C(=O)N2CCOCC2)c1
 : i	i
- CCOc1ccc(CNc2ccc(CNc3ncn[nH]3)cc2)cc1
 : i	i
- COc1cccc(C2/C(=C(/O)c3ccccc3)C(=O)C(=O)N2Cc2ccco2)c1 (stereo not given)
 : i	i
- Cc1cc(Oc2ccc3ccccc3c2)nc(SCC(=O)c2ccccc2)n1
 : i	i
- COc1ccc(CC(=O)Nc2ccccc2C(C)=O)cc1S(=O)(=O)N1CCOCC1
 : i	i
- O=C(Cc1ccc(Cl)cc1)N1CCOCC1
 : i	i
- O=C(CNc1cccc2ccccc12)N/N=C/c1ccc[nH]1
 : i	i
- CC1CCOC2(O1)C(=O)Nc1ccccc12 (stereo not given)
 : i	i
- COc1cc(-c2nnn(Cc3ccccc3C)n2)cc(OC)c1OC
 : i	i
- COc1ccc(C(=O)NC(C)CCc2ccccc2)c(O)c1 (stereo not given)
 : i	i
- CCOc1ccc(S(=O)(=O)n2cc(F)c(=O)[nH]c2=O)cc1[N+](=O)[O-]
 : i	i
- CCc1nc(N)c(C#N)c(-c2cccc3ccccc23)c1C
 : i	i
- CCn1ncc([C@@H]2C[C@H]3CN(Cc4ccccc4C)C(=O)[C@]34CCCN24)c1C
 : i	i
- CCSc1ncc(Cl)c(C(=O)Nc2ccccc2OC)n1
 : i	i
- CCOc1cc(C(=O)Nc2cc(C)ccn2)cc(OCC)c1OCC
 : i	i
- Cc1cc(C)c(-n2c(SCCS(=O)(=O)c3ccc(F)cc3)n[nH]c2=O)c(C)c1
 : i	i
- CCOc1cc(C(=O)Nc2cc(C)ccc2C)ccc1OCC(=O)N1CCCCC1
 : i	i
- CCn1nc(C(=O)Nc2nc3ccccc3[nH]2)c2ccccc2c1=O
 : i	i
- c1ccc2c(c1)nnn2-c1ncnc2sccc12
 : i	i
- CN(CC(=O)N1CCN(c2ccccc2)CC1)S(=O)(=O)c1cccs1
 : i	i
- COc1ccccc1C(c1c(O)nc(SC)[nH]c1=O)c1c(O)nc(SC)[nH]c1=O
 : i	i
- CCOC(=O)CNC(c1ccccc1)c1cc(Br)ccc1NC(=O)CCN1CCOCC1 (stereo not given)
 : i	i
- CCCCNC(=O)c1onc(CSc2cccc(OCC)c2)c1C(=O)O
 : i	i
- CCOC(=O)N1CCN(C(c2ccccc2)c2sc3nc(C)nn3c2O)CC1 (stereo not given)
 : i	i
- Cn1c(NNC(=O)c2ccc(C(C)(C)C)cc2)cc(=O)n(C)c1=O
 : i	i
- CC1CC(C)CN(C(=O)C(NS(=O)(=O)c2ccc(Br)s2)c2ccccc2)C1 (stereo not given)
 : i	i
- O=C(N1CCOCC1)N1CCN(c2ccccn2)CC1
 : i	i
- Nc1cccc(C(=O)N/N=C/c2ccsc2)c1
 : i	i
- C=C1CCN([C@@H](Cc2ccccc2)C(=O)NCCCc2ccccc2)S(=O)(=O)c2ccccc21
 : i	i
- CC(C)OCCCNC(=O)c1ccc(N(C)S(C)(=O)=O)cc1
 : i	i
- COc1cc(C(=O)N(Cc2ccccc2)c2cccc(C)c2)ccc1OC(F)F
 : i	i
- CSc1cccc(NC(=O)C2CCN(S(=O)(=O)c3cnc[nH]3)CC2)c1
 : i	i
- CC1=NN(c2ccccc2)C(=O)C1(C)C
 : i	i
- COc1ccc(Cc2nc3ccc(C(=O)NCCc4ccncc4)cc3o2)cc1OC
 : i	i
- O=C(COc1ccc(C(=O)NCCN2CCOCC2)cc1)Nc1cccc(C(F)(F)F)c1
 : -5.7*	i
- Cc1cccc(-c2sc(Nc3ccccc3)n[n+]2-c2ccc(F)cc2)c1
 : i	i
- Cc1nc2ccccc2c(=O)n1Cc1ccc([N+](=O)[O-])cc1
 : i	i
- CC(C#N)Sc1nc2ccccc2c(=O)n1-c1ccccc1 (stereo not given)
 : i	i
- COc1ccc(/C=N/NC(=O)c2sccc2C)c2ccccc12
 : i	i
- COc1ccccc1-c1nnc(SCC(=O)Nc2ccc(Cl)cc2Cl)o1
 : i	i
- CCN1C(=O)[C@H]2[C@H]3[C@H](O)[C@H](O)C/C(=N\O[C@H](C)c4cn([C@H](CO)Cc5ccccc5)nn4)[C@@H]3CC[C@H]2C1=O
 : i	i
- COc1cccc2c(N/N=C/c3ccco3)cc(C)nc12
 : i	i
- O=C(/C=C/c1ccc(Cl)cc1)N(Cc1cccs1)C1CCS(=O)(=O)C1 (stereo not given)
 : i	i
- C=CC#CC1(O)CC(C)[N+](C)(C)CC1C (stereo not given)
 : i	i
- O=C1NC(CCc2ccccc2)C(=O)N1CCOc1cccc(Br)c1 (stereo not given)
 : i	i
- C/C(=N\NC(=O)c1nnn(-c2nonc2N)c1-c1ccc2c(c1)OCO2)c1ccc(C)cc1
 : i	i
- Nc1ccc(C#Cc2ccc3sc4ccccc4c(=O)c3c2)cc1
 : i	i
- O=C(NC1CCCC1)c1ccc2c(c1)N(Cc1ccccc1)CCS2
 : i	i
- CC1=CC(C)(C)[N+](C)(C)c2ccccc21
 : i	i
- CCCC1C(c2ccc(OC)cc2)C(C#N)(C#N)C2(C#N)CC1(N)NC2=O (stereo not given)
 : i	i
- Cn1c(SCC(=O)N2CCCc3ccccc32)nnc1-c1ccccc1
 : i	i
- CCOC(=O)CSc1nc2c(sc(=S)n2-c2ccccc2)c(=O)n1-c1ccc(OC)cc1OC
 : i	i

# (list continues)
# Screens in order – KCNQ2 inh	CHT inh
- O=C(c1ccc(-n2cncn2)c([N+](=O)[O-])c1)N1CCN(S(=O)(=O)c2cccc(F)c2)CC1
 : i	i
- CC(C)c1ccc(NC(=S)N2CCCC2)cc1
 : i	i
- COc1ccccc1/C=N/NC(=S)NCc1ccco1
 : i	i
- O=C1CN(C(=O)COC(=O)c2ccccc2O)c2ccccc2N1
 : i	i
- CCn1ncc(Cl)c1C(=O)NC(C)c1ccccc1 (stereo not given)
 : i	i

# High-throughput results: PubChem, Johns Hopkins Ion Channel Center
